HIF-2a block: blocks HIF-2a reporter activity. 786-0 RCC cells HIF-2a reporter, luciferase luminescence, overnight. inhibition, % at 18.8 µM. hit rate 0.72% among 360,000;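 active = inhibition of the luminescence signal of 40% or more relative to plate controls, in a single-dose primary screen at 18.75 µM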
NR2E3 ag-1: agonists of human NR2E3 nuclear receptor | Q9Y5X4 | CHO-S Gal4-NCOR/VP16-NR2E3 two-hybrid, luciferase | inhibition of corepressor binding, % at 3.98 µM | hit rate 0.35% among 360,000 | AID 602229;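 active = inhibition above the mean of all tested compounds plus 3 SD, cut at about 70% in these data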;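 note: 0% = DMSO with NR2E3 transfected cells and 100% = cells lacking NR2E3 construct; higher means lower luciferase signal from less NR2E3 corepressor binding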
Target sequence (Q9Y5X4 whole entry, looked up, the tested form may be a part): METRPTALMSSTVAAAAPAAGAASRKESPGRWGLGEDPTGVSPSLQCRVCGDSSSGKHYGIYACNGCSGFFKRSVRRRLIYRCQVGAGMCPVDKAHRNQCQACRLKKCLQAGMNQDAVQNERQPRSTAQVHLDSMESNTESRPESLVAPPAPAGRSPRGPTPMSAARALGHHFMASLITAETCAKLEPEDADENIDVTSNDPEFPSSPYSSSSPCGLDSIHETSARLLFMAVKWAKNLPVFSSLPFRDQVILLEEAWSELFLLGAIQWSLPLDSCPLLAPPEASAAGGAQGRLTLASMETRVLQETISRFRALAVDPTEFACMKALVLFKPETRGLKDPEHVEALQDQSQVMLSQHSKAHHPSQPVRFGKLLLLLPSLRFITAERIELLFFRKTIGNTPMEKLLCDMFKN
NR2E3 ag-2: activates human photoreceptor nuclear receptor NR2E3 | Q9Y5X4 | GST-NR2E3/biotin-RetCOR TR-FRET, 1536-well | inhibition of corepressor binding, % at 4.78 µM | hit rate 0.12% among 320,000 | AID 2300;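 active = percent inhibition above the cutoff of mean plus 3 SD of all tested compounds, set per screening campaign, cut at about 20% in these data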;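 note: 0% = DMSO wells and 100% = biotin wells as full block of FRET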
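System: GST-tagged NR2E3 plus biotinylated RetCOR corepressor; Buffer or medium: pH 7.5 Tris-based buffer; Probe or stimulus: RetCOR corepressor, biotinylated, 7 nM; Doses: compound at 4.8 µM, single dose; Schedule: 5 h incubation at 4 °C; Technique: time-resolved FRET; Evaluation: percent inhibition of TR-FRET ratio; Replication: one well per compound, singlicate testing.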
aDG glyco act: increases alpha dystroglycan glycosylation | Pro5-aDG cells, alpha-DG glycosylation AlphaScreen (IIH6); 0% Pro5, 100% B10-LARGE cell signal | hit rate 0.22% among 360,000 | activation, % at 10 µM;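 active = activation of at least 8% versus controls, or a plate z-score of at least 8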;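 note: Pro5 are CHO cells carrying HIG-tagged alpha-DG that lacks glycosylation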
KKLEB tox: CF airway cell cytotoxicity counter-screen. KKLEB CF airway cells viability, ATPlite luminescence, overnight; hits give low values; cells stimulated with P. aeruginosa culture filtrate. hit rate 0.36% among 360,000. AID 602141. activity change (cytotoxicity), % at 5 µM;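 active = corrected activity change at or below -50% at 5 µM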
MITF TRPM1 inh: inhibitors of MITF-driven TRPM1 promoter in melanoma cells | SK-MEL-5 TRPM1 promoter luciferase, 24 h | inhibition, % at 12.5 µM | hit rate 0.83% among 330,000;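 active = mean inhibition across replicates of 60% or more, whatever share of single replicates reaches that level; inconclusive = some that reach 60%, reason not given; inactive = mean inhibition across replicates below 60%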; note: values of inactives mirror those of a sister screen read the other way
hiPSC survival: hiPSC single-cell survival enhancement; survival enhancement, % at 20 µM; ATPlite luminescence; 100% = ROCK inhibitor wells, 0% = DMSO; hit rate 0.044% among 360,000; in the data active = survival enhancement above about 18%;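 note: cells exposed to compounds for 16 hours before the ATP read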
CF NFkB block: inhibitors of cystic fibrosis induced NF-kB | hit rate 0.86% among 360,000 | KKLEB NF-kB-GFP reporter, PAF-induced, GFP fluorescence overnight | inhibition, % at 5 µM;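 active = at least 50% inhibition at 5 µM, scaled per plate between neutral and stimulator controls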;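 note: PAF is a Pseudomonas aeruginosa culture filtrate used as stimulus; plate controls were PAF-stimulated DMSO wells for no effect and unstimulated DMSO wells for full effect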
TWEAK-Fn14 inh: blocks TWEAK-Fn14 interaction in a reporter cell assay; TWEAK-stimulated Fn14 reporter cells, luciferase luminescence, 8 h; inhibition, % at 10 µM; hit rate 2% among 360,000; AID 1159606; in the data active = inhibition above about 50%
Peg3 prom inh: Peg3 promoter activity inhibition; AID 588405; inhibition, % at 20 µM; hit rate 1.7% among 360,000; HeLa PEG-Prom luciferase reporter, luminescence, overnight;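 active = inhibition of at least 50% at 20 µM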
Shn3 3UTR inh: reduces Shn3 3'UTR luciferase signal in osteoblasts; hit rate 0.52% among 360,000; inhibition, % at 12.5 µM; AID 588674; Clone20 osteoblast Shn3 3'UTR firefly luciferase, 24 h;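 active = mean inhibition of at least 75% with every replicate also reaching 75%; inconclusive = mean inhibition at least 75% but some replicate below; inactive = mean inhibition below 75%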;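 note: 0% = median of neutral control wells and 100% = pilot-screen positive control compound; some compounds past the cut are filed as inactive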
Numbers without * were called inactive; ? = inconclusive; . = no result given. Compounds as they come; overall some 4.4% were active at least once.

SMILES	HIF-2a block	NR2E3 ag-1	NR2E3 ag-2	aDG glyco act	KKLEB tox	MITF TRPM1 inh	hiPSC survival	CF NFkB block	TWEAK-Fn14 inh	Peg3 prom inh	Shn3 3UTR inh
CCN1CCN(c2ccc(S(=O)(=O)N3CCOCC3)cc2NC(=O)C(C)Oc2ccc(F)cc2)CC1 (centres undefined)	11	-20	-3	0.0	-4	-3	-0.4	0	-4	-4	-4
COc1cc(NC(=O)C2CCN(c3cnccn3)CC2)cc(OC)c1	14	-22	-2	0.1	-3	5	0.7	8	11	10	-3
C/C(=N\NC(=O)c1cccc(F)c1)c1cccc(NC(=O)c2ccc(F)cc2)c1	-92	-43	-1	0.2	-3	-23	0.1	8	-30	-81	-10
COc1ccc(CCNC(=O)c2ccc(CNS(=O)(=O)c3cc(C)ccc3C)cc2)cc1OC	13	-2	-1	0.3	-1	15	-1.2	7	9	31	15
CCO[C@H]1OC(C(=O)Nc2ccccc2)=C[C@@H](c2coc3ccccc3c2=O)[C@@H]1CCCO	19	-7	1	-0.4	-12	-13	0.8	14	-12	7	-3
COc1cc2ccccc2cc1C(=O)NC(=S)Nc1cccc(C(=O)O)c1	-205	-108	4	-0.2	23	-14	-0.7	-19	15	-102	-64
CCCCNc1nc2c(c(=O)n(Cc3ccccc3)c(=O)n2C)n1C	16	2	3	-0.1	1	5	0.2	-9	9	28	-30
O=C(CCc1nnc(CCC2CCCCC2)o1)NCCc1cccnc1	12	-20	3	0.1	-8	12	-0.5	5	-5	-2	4
CN(C)S(=O)(=O)c1cccc(NC(=O)c2cccc(NS(=O)(=O)c3ccccc3)c2)c1	15	14	1	0.0	9	17	0.8	2	40	18	22
CCCCn1c(SCC(=O)NC(C)(C)C)nnc1-c1ccco1	2	-2	-3	-0.1	16	-2	-0.2	0	-5	13	-17
O=C1OC(c2ccc(Cl)cc2)=N/C1=C\C=C\c1ccco1	6	-5	1	-0.1	0	7	-0.2	-2	7	14	0
O=C(CN(c1cccc([N+](=O)[O-])c1)S(=O)(=O)c1ccccc1)NCc1ccccc1	12	-10	-5	0.3	0	-5	1.1	4	20	9	13
COc1ccc(NC(=O)COC(=O)Cc2ccsc2)c(OC)c1	10	4	.	-0.1	3	2	3.5	-34	12	7	-38
O=C1N(Cc2cccc(Cl)c2)C[C@@H]2C[C@@H](c3ccco3)N3CCC[C@@]123	14	-27	1	0.0	3	8	0.4	9	16	3	27
CC(=O)Nc1cc(C(=O)N2CCCC2)ccc1Sc1ccc(C)cc1	-14	-15	4	0.5	3	17	0.6	0	14	8	-23
Cc1ccc(C(=O)N(C)c2nnc(-c3ccncc3)s2)cc1	-186	-33	-1	0.1	3	-42	-0.2	1	-33	-198	-35
O=C(NC1CCCCC1)N1CCN(S(=O)(=O)c2ccc(F)cc2)CC1	14	-5	6	-0.5	6	6	0.8	1	3	13	-14
Cc1cc(Nc2ccc(Br)cc2)nc(-c2ccccc2O)n1	-58	-4	0	0.0	11	-26	0.5	-8	8	-23	-4
Cc1cccc(S(=O)(=O)Nc2ccc3c(c2)OCCO3)c1	1	-14	-3	0.6	-1	-4	0.9	3	18	5	-10
CCOc1ccc(NS(=O)(=O)c2ccc3c(c2)CCN3C(=O)CCC(=O)O)cc1	5	-16	5	0.0	-2	-2	-0.3	-11	-21	10	-2
O=C1c2cccc3cccc(c23)N1CN1CCN(c2ccccn2)CC1	-2	7	0	-0.2	-2	6	1.3	4	-7	-6	-9
CN(CCNC(=O)c1c[nH]c2c1ccc1ccccc12)CCNC(=O)c1c[nH]c2c1ccc1ccccc12	-160	-43	.	3.1	-2	-32	-3.0	4	-31	97*	1
COC(=O)c1c(NC(=O)/C=C/c2ccco2)sc2c1CCC2	2	-21	3	0.1	3	5	-0.2	-4	35	4	-6
COC(=O)c1ccc(C)c(NC(=O)CCSc2ccc(C)cc2)c1	13	-23	2	-0.3	6	-9	-0.8	-4	9	10	9
Cc1ccc(C)n1NC(=O)c1cccc(Cl)c1	10	-15	-2	0.1	5	2	0.3	-6	6	0	3
COc1ccccc1CCn1c(N)cc(=O)[nH]c1=O	-69	18	1	0.2	-9	.	0.1	-8	2	6	-26
Cc1ccc(/C([O-])=C(/C(=S)NCc2ccccc2)[n+]2ccccc2)cc1[N+](=O)[O-]	3	-13	2	0.1	-1	-9	-0.6	-8	33	25	-6
COc1ccc(Oc2nc(OC)cc(OC)n2)cc1	10	-11	0	-0.1	-1	-8	2.3	7	5	12	-9
Cc1ccc2c(c1)COc1c3ccc(C(=O)NC(C)C)cc3nn1-2	-286	-115	1	0.8	-2	-85	-3.3	-57	-19	-317	-145
O=C(NN=Cc1c(O)ccc2ccccc12)c1ccc2c(c1)OCO2	-65	-30	.	0.8	-14	?	-5.6	4	-14	15	89*
Cc1ccccc1C(=O)NC1CCN(C(=O)N2CCOCC2)CC1	9	1	3	0.5	3	-6	6.5	-2	8	13	-27
COC(=O)c1[nH]c2ccc(F)cc2c1NS(=O)(=O)c1ccc(OC)cc1OC	-5	-4	5	-0.1	2	13	1.5	0	11	21	-10
CCCC1(c2ccccc2)NC(=O)N(CC(=O)Nc2cc(S(=O)(=O)N3CCOCC3)ccc2Cl)C1=O (centres undefined)	18	0	1	-0.2	-2	4	-0.9	-3	8	7	-20
N#Cc1nc(COc2cccc(Cl)c2)oc1N1CCN(c2ccccc2)CC1	16	-16	2	-0.2	-19	12	4.1	17	-9	22	20
N#Cc1c2n(c3c(=O)n(Cc4ccccc4Cl)cnc13)CCCC2	21	-4	-1	0.2	-7	-10	5.2	14	6	10	17
O=S(=O)(c1cccc2cccnc12)N1CCN(Cc2ccc3c(c2)OCO3)CC1	4	-2	2	-0.4	-5	7	3.7	9	-9	12	-8
CCN(/C=N/c1sc2c(c1C#N)CCCCC2)CC	-216	-58	1	-0.3	4	-70	1.0	-7	-25	-290	-93
COc1ccc(Cl)cc1N(CC(=O)N/N=C/c1ccc(OCC(N)=O)cc1)S(C)(=O)=O	8	0	0	-0.6	6	2	4.2	7	-2	-8	2
COCCn1c(=NC(=O)CN2C(=O)CCC2=O)sc2cc(S(N)(=O)=O)ccc21	16	-10	-1	-0.2	10	5	-1.6	11	7	12	4
Cc1ccc(NC(=O)c2sc(Cl)nc2-c2ccccc2)cc1	-10	13	1	0.1	-9	8	-0.7	10	11	-6	2

Limited to Peg3 prom inh and NR2E3 ag-1, for some of the entries so far:
Compound,Peg3 prom inh,NR2E3 ag-1
COC(=O)c1[nH]c2ccc(F)cc2c1NS(=O)(=O)c1ccc(OC)cc1OC,21,-4
CCCC1(c2ccccc2)NC(=O)N(CC(=O)Nc2cc(S(=O)(=O)N3CCOCC3)ccc2Cl)C1=O (centres undefined),7,0

Continued:
SMILES	HIF-2a block	NR2E3 ag-1	NR2E3 ag-2	aDG glyco act	KKLEB tox	MITF TRPM1 inh	hiPSC survival	CF NFkB block	TWEAK-Fn14 inh	Peg3 prom inh	Shn3 3UTR inh
O=C1c2cccc3cccc(c23)C(=O)N1Cc1ccccn1	15	10	.	0.0	-2	.	0.1	-17	-10	12	-11
Cc1cc(OCC(=O)Nc2ccccc2N2CCOCC2)c(C(C)C)cc1Cl	3	11	4	0.6	-6	5	-0.6	19	-5	15	45
CCOC(=O)Cn1ccc(NC(=O)COc2ccc(F)cc2)n1	3	6	4	0.0	-15	1	0.3	-8	13	13	-7
COCCCN1C(=O)C(CC(=O)NCC2CCCCC2)CC(C(=O)N(C(C)C)C(C)C)=C1C (centres undefined)	-69	-11	.	-0.1	8	.	-0.8	-25	-1	-8	-40
CC(C)(C)C(=O)CN1C(=O)NC2(CCCc3ccccc32)C1=O (centres undefined)	21	14	2	-0.1	8	-2	-0.7	-6	3	20	-11
COc1ccc(CCNC(=O)C(=O)NCCC2CCCCN2S(=O)(=O)c2cccs2)cc1 (centres undefined)	15	12	6	0.1	2	6	-0.5	-12	-19	9	-2
CC1(C(=O)NS(=O)(=O)c2ccccc2C(F)(F)F)CCN1C(=O)CCc1cccs1 (centres undefined)	6	-25	.	0.0	3	.	0.0	-10	7	-6	9
COc1ccc(NC(=O)COC(=O)c2ccc(OCc3ccccc3Cl)c(OC)c2)c(OC)c1	-51	-83	-3	0.1	-75*	-19	1.1	61*	-59	-8	-21
Cc1cccc(C)c1NC(=O)CN(C)C(=O)C1=COCCO1	-1	-11	-1	-0.2	-32	1	2.3	-4	14	11	-5
O=C(c1ccc(Br)cc1)N(c1ccccn1)C1CCCCC1	-1	-20	4	0.1	9	-4	-0.5	8	-2	9	3
CC(=O)Nc1ccc(Nc2ccccc2)cc1	-51	-4	-4	-0.1	-3	-14	1.1	3	-22	-26	-19
CCCCn1c(N)c(N(CC)C(=O)c2ccncc2)c(=O)[nH]c1=O	10	-9	-1	0.0	1	1	0.2	-18	-7	-2	-5
CC(=O)Nc1cccc(OCC(O)Cn2cnc3ccccc32)c1 (centres undefined)	5	21	1	0.1	-7	2	-3.8	11	7	-8	11
Cc1ccc(NC(=O)C(c2ccccc2)c2ccccc2)nc1	1	15	1	0.2	3	7	-0.3	-21	-44	-10	-3
CCC(C(=O)OCC(=O)Nc1c(Cl)cccc1Cl)c1ccccc1 (centres undefined)	-1	-10	4	-0.1	-7	-9	-0.5	12	-2	8	16
COc1ccc(C(=O)/C=C/c2ccc(OC)c(CN3CCOCC3)c2)cc1	10	-7	-1	1.0	-12	13	-0.1	17	14	28	-38
CN(Cc1ccccc1)C(=C(Cl)Cl)/C(=C1/NCCN1C)[N+](=O)[O-]	16	-7	3	0.2	-5	-5	-0.4	-1	-1	2	-15
CC(C)(C)c1ccc(CNC(=O)C2CCCN2C(=O)Nc2ccccc2)cc1 (centres undefined)	16	-11	0	0.0	-29	10	-0.1	3	4	2	-7
O=C(/C=C/c1ccc(Br)cc1)c1ccc(NC(=O)c2ccco2)cc1	-51	-26	4	1.1	6	-13	-2.4	-8	8	-37	14
O=C(CCCCn1cnc2c(=S)nc[nH]c21)Nc1ccc(C(=O)O)cc1	20	0	.	0.3	-8	-1	-1.2	12	-3	-4	-11
COc1cc(NC(=O)c2cnc(NCc3ccccc3)nc2C)cc(OC)c1OC	22	-57	-4	0.1	4	18	0.1	5	11	19	15
CCOC(=O)c1cccc(NC(=O)CCCn2c(=O)c3cccn3c3cccnc32)c1	-12	6	-2	0.1	0	-8	0.3	8	-16	9	17
CCCn1c(SCC(=O)Nc2nnc(CC)s2)nnc1-c1ccncc1	13	-14	-1	-0.1	6	8	6.0	-2	12	9	-5
CC(=O)Nc1ccc(S(=O)(=O)N2CCCC2C(=O)Nc2ccc(F)cc2)cc1 (centres undefined)	11	-17	1	-0.2	-2	-8	0.4	5	-11	2	-25
